# Assay outcomes as filed in PubChem BioAssay.
# Sm TGR block – blocks Schistosoma mansoni thioredoxin glutathione reductase; Q962Y6; purified TGR, DTNB reduction, TNB absorbance 405 nm; Potency, µM (series often up to 114 µM), without a hit: at the highest dose activity change, negative = inhibition, most hits filed as inhibitors; actives 3% (n = 360,000); AID 485364; further: potency means the concentration at half of the fitted maximal effect; nearly all actives have a fitted effect of over 60% in size
#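 Kinetic colorimetric format: TGR-catalysed, NADPH-driven DTNB reduction monitored via TNB absorbance. Enzyme dispensed at 20 nM; compound exposure 15 min at room temperature before reaction start.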
# HCMV inh – blocks human cytomegalovirus replication; actives 4.5% (n = 410,000); HFF cells, HCMV-luciferase reporter, 72 h; hits give low values; AID 1259415; activity change, negative = inhibition, % at 57.5 µM; in the data active means activity change below about -60%; inconclusive means no clear call, values can overlap the other calls; inactive means above about -39%
#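 Cell-based, HFFs, 1000 cells/well, 16 h 37C; cpds in DMSO + HCMV-luc, MOI 1 PFU/cell; 72 h 37C; OneGlo luminescence after 5 min RT; norm. to buffer vs Salinomycin 10uM.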
# AmpC no deterg – blocks E. coli AmpC beta-lactamase in detergent-free assay; P00811; AmpC nitrocefin hydrolysis, absorbance 480 nm, 0.0001% Triton; Potency, µM (highest dose often 57.1 µM), for inactives: top-dose activity change, negative = inhibition, usual class: inhibitors; actives 0.52% (n = 330,000); AID 485341;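 further: potency means the concentration at half of the fitted maximal effect; plate controls were no compound for no effect and no enzyme for full effect; nearly all actives have a fitted effect of over 20% in size; some results filed as inactive show a strong effect at the top dose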
# Target sequence (P00811 whole entry, looked up): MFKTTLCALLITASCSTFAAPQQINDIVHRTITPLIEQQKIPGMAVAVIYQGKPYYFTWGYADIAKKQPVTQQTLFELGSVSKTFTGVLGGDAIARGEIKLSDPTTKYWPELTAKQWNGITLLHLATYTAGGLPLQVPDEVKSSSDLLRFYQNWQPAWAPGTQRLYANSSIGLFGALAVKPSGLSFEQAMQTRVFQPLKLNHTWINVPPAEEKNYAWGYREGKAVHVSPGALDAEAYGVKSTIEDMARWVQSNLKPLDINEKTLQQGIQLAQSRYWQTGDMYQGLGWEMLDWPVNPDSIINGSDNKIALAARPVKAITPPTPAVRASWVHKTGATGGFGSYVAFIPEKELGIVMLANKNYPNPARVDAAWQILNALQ
#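 AmpC (5.3 nM in the dispensed reagent) in 20 mM phosphate pH 7.0 with 0.01% (detergent screen) or 0.0001% Triton X-100 was preincubated with compounds for 15 min at room temperature. Nitrocefin was then added from an 800 uM solution, and hydrolysis was followed at 480 nm.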
# AmpC inh detg – blocks E. coli AmpC beta-lactamase in detergent assay; actives 0.041% (n = 370,000); AmpC hydrolysis of nitrocefin, absorbance 480 nm, 0.01% Triton; Potency, µM (highest dose often 114 µM), for the others: at the top dose activity change, negative = inhibition, usual class: inhibitors;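 further: potency means the concentration at half of the fitted maximal effect; 0% = no-compound wells and -100% = no-enzyme wells; nearly all actives have a fitted effect of over 25% in size; some results filed as inactive show a strong effect at the top dose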
#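 20 mM phosphate pH 7.0 + 0.01% (detergent screen) or 0.0001% Triton X-100; 5.3 nM AmpC reagent; cpd preinc 15 min RT; nitrocefin (800 uM stock) to start; A480 q20 s × 4 min; Activity was normalised to no-enzyme and no-compound control wells.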
# FBPA Giardia inh – inhibitors of Giardia lamblia fructose-1,6-bisphosphate aldolase; AID 2451; actives 0.71% (n = 290,000); purified Giardia FBPA; Potency, µM (doses to about 59.6 µM), without a hit: at the highest dose activity, negative = inhibition, actives largely listed as inhibitors; A8B2U2; further: potency means the concentration at half of the fitted maximal effect; nearly all actives have a fitted effect of over 55% in size
# Target sequence (A8B2U2 whole entry, looked up): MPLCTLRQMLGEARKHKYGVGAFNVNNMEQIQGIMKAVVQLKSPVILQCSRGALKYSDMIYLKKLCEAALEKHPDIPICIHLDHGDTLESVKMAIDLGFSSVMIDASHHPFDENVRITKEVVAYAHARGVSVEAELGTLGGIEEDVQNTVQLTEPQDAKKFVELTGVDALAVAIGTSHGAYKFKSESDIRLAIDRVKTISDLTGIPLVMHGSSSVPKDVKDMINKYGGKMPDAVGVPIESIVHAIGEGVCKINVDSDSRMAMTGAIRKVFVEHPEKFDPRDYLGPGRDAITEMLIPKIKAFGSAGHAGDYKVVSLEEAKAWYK
#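 40 nM FBPA preincubated 10 min at RT with compound (up to 57.5 uM final), then substrate plus GAPDH/TPI/NAD/arsenate coupling and diaphorase/resazurin added. Fluorescence read after 20 min at RT, 525/598 nm.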
# HCV inh – HCV inhibition; Huh7.5.1 HCVcc-Cre infection, luciferase reporter, 44 h; Potency, µM (highest dose often 41.8 µM), for the others: top-dose activity change, negative = inhibition, actives largely listed as inhibitors; actives 3.4% (n = 340,000); AID 651820; further: potency means the concentration at half of the fitted maximal effect
#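 Whole-lifecycle infectious HCVcc-Cre system; cells 1,000/well, compound then virus (~0.5 moi) added 4 h after plating, 44 h culture. Luciferase read 15 sec following 15 min substrate incubation, room temp.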
# * hit, by the source's call; ? = inconclusive; nt = no result given; & = joins results of further samples; [ ] = another dose, or the depositor's remark. Unless noted, the call rests on the fitted dose curve; in most records, active means well fitted curve in the direction sought with a large enough effect; inconclusive means small, poorly fitted or top-dose-only effect, or another doubt; inactive means no such curve, though single readings can be large; an effect the other way counts as inactive or inconclusive. Unless noted, on the % scale 0 is the no-effect control and ±100 the full control effect.
cpd	Molecule	AmpC no deterg	HCMV inh	AmpC inh detg	Sm TGR block	HCV inh	FBPA Giardia inh
1	Cc1nc(-c2ccc(NS(C)(=O)=O)cc2)cs1	-5%	-20	-14%	6%	20%	-14%
2	COc1cc(OC)c(OC)cc1CN1CCN(S(=O)(=O)c2ccc(F)cc2)CC1	18%	-11	-8%	-18%	?	-7%
3	Cc1nnc(SCC(=O)c2c(N)n(C3CC3)c(=O)[nH]c2=O)n1-c1ccccc1	-21%	?	6%	5%	29%	nt
4	CC(C)C(OC(=O)c1nsc(Cl)c1Cl)C(=O)NC1CCCCC1 (stereo not drawn)	-17%	-2	?	1%	2%	6%
5	CCC(=O)Nc1cccc(-c2ccc(N3CCCCC3)nn2)c1	-14%	17	-5%	0%	-15%	5%
6	CCOc1ccc(N(CC(=O)NCCc2ccc(C)cc2)S(=O)(=O)c2c(C)noc2C)cc1	112%[activator]	-69*	0%	-17%	-17%	nt
7	COc1cc(/C=C/C(=O)OCC(=O)c2c(N)n(C)c(=O)n(C)c2=O)ccc1OC(F)F	75%[activator]	-7	-6%	-6%	-19%	-2%
8	CC1CCc2ccccc2N1C(=O)c1cccs1 (stereo not drawn)	-15%	-18	-4%	13%	-5%	-9%
9	Cc1sc2ncnc(OCC(=O)N3CCN(S(=O)(=O)c4ccccc4)CC3)c2c1C	17%	-18	?	-13%	4%&4%	4%
10	CC1c2cc3c(cc2CCN1C(=O)c1ccc(Cl)cc1)OCCCO3 (stereo not drawn)	37%	-28	1%	-1%	?	nt

# Compound profiles, from the list above:
# Entry for COc1cc(/C=C/C(=O)OCC(=O)c2c(N)n(C)c(=O)n(C)c2=O)ccc1OC(F)F → AmpC no deterg = 75%[activator]; HCMV inh = -7; AmpC inh detg = -6%; Sm TGR block = -6%; HCV inh = -19%; FBPA Giardia inh = -2%
# Entry for Cc1nc(-c2ccc(NS(C)(=O)=O)cc2)cs1 → AmpC no deterg = -5%; HCMV inh = -20; AmpC inh detg = -14%; Sm TGR block = 6%; HCV inh = 20%; FBPA Giardia inh = -14%
# Entry for Cc1sc2ncnc(OCC(=O)N3CCN(S(=O)(=O)c4ccccc4)CC3)c2c1C → AmpC no deterg = 17%; HCMV inh = -18; AmpC inh detg = ?; Sm TGR block = -13%; HCV inh = 4%&4%; FBPA Giardia inh = 4%

# (more compounds)
cpd	Molecule	AmpC no deterg	HCMV inh	AmpC inh detg	Sm TGR block	HCV inh	FBPA Giardia inh
11	CSc1ccc(S(=O)(=O)NCC(=O)OCC(=O)N(C)CC(=O)Nc2ccccc2Cl)cc1[N+](=O)[O-]	21%	-17	-2%	-5%	10%	nt
12	COC(=O)[C@@]12CCCN1[C@H](c1ccc(-c3ccc(Cl)c(Cl)c3)c(OC)c1)[C@H]1C(=O)N(C)C(=O)[C@H]12	201%[activator]	-4	nt	nt	?	nt
13	CC(C(=O)N1CCc2ccccc21)n1cnc2c1c(=O)n(C)c(=O)n2C (stereo not drawn)	-11%	0	-2%	-1%	-21%	nt
14	COc1ccc(NC(=O)c2cccc3c(Br)cccc23)cc1	-18%	27	-3%	-2%	-16%	7%
15	CCN(CC)CCNC(=O)c1ccc(NC(=O)c2ccc(Cl)c(S(=O)(=O)N3CCCCCC3)c2)cc1	137%[activator]	-60*	-12%	6%	14µM*	0%
16	Cc1c(Cl)cccc1NC(=O)Cn1cc2c(n1)CCCC2	nt	-13	20%	-12%	nt	nt
17	CN1CCN(C2CCCCCC2)CC1	-14%	2	-5%	-23%	7%	2%
18	CC1=NN(Cc2c(C)nn(Cc3ccccc3)c2C)C(C)(C)C1	120%[activator]	-36	-1%	-17%	-10%	8%
19	O=C(NCCc1ccccc1)c1cc(Sc2ccc(F)cc2F)nc2ccccc12	nt	1	11%	2%	nt	nt
20	O=C(COc1ccccc1)Nc1ccc2c(c1)nc1n2CCSC1	-51%	33	?	-18%	-9%	5%
21	COc1ccc(-n2cc(-c3ccccc3)c3c(=O)[nH]cnc32)cc1	-9%	20	2%	-3%	1%	0%
22	CC(=O)NC(c1cccs1)c1cc([N+](=O)[O-])c2cccnc2c1O (stereo not drawn)	-38%	?	-11%	-34%	13µM*	?
23	CC(NC(=O)CCSCCC(=O)NC(C)c1ccccc1)c1ccccc1 (stereo not drawn)	-14%	16	-3%	-4%	8%	-1%
24	CC1C(=O)N(Cc2ccccc2F)c2ccccc2N1C(=O)c1c(F)cccc1F (stereo not drawn)	3%	?	5%	-5%	?	-5%
25	CCC(C)NC(=O)CN(C)S(=O)(=O)c1ccc2c(c1)c(=O)n(C)c(=O)n2C (stereo not drawn)	-1%	-10	1%	2%	10%	2%
26	COc1ccccc1OCCCOc1cccc(/C=C2\SC(=O)NC2=O)c1	-38%	-4	-18%	1%	3%	?
27	O=C(CSc1nc(-c2ccco2)cc(C(F)(F)F)n1)NC1CCCC1	-14%	-68*	?	0%	?	3%
28	Cc1oc(-c2ccccc2Cl)nc1CN(C)C(C)c1ccon1 (stereo not drawn)	80%[activator]	-10	0%	-4%[57.1 µM]	-3%	0%
29	CCC(=O)Nc1cccc(C(=O)c2ccccc2)c1	-10%	-18	-15%	-2%	-2%	5%
30	O=C(COC(=O)c1ccc(O)cc1O)Nc1ccc2ccccc2c1	-31%	10	?	0%	?	nt
31	O=C(CC1C(=O)NCCN1Cc1ccc(-c2ccccc2)cc1)NCCCn1cccn1 (stereo not drawn)	184%[activator]	-33	-3%	-21%[57.1 µM]	2%	-17%
32	O=C(COC(=O)Cc1cccs1)Nc1ccc(OC(F)(F)F)cc1	-19%	-21	0%	2%	21%	nt
33	Cc1ccc(S(=O)Cc2ccc(C(=O)NC3CCCCCC3)o2)cc1 (stereo not drawn)	nt	3	7%	?	nt	nt
34	NC(=O)/C(=C\c1ccccc1)NC(=O)c1ccc(NC(=O)c2ccccc2)cc1	-16%	-17	5%	31%	-1%	5%
35	COC(=O)[C@H](CCSC)NC(=O)Cn1ccc(N)nc1=O	-18%	0	11%	-26%	8%	nt
36	O=C(CN1C(=O)c2ccccc2C1=O)NCc1ccc(C(=O)O)cc1	-8%	-12	-8%	-8%	10%	5%
37	Cc1ccc(CN2CCSCC2)c(C)c1	-13%	7	-11%	-8%	-1%	?
38	COc1ccc(CCN(C)C/C=C/c2ccccc2)cc1OC	-9%	2	?	0%	-20%	?
39	O=c1c2cnn(-c3ccc(F)cc3)c2ncn1Cc1ccccn1	-21%	6	-27%	-25%	nt	-12%
40	Cc1ccc(S(=O)(=O)N(C)C)cc1NC(=S)N1CCN(Cc2ccc3c(c2)OCO3)CC1	51%	?	-12%	-1%	13µM*	-6%
41	Cc1cc2c(cc1S(=O)(=O)N(C)Cc1ccccc1)OCC(=O)N2	-17%	-10	-11%	19%	-11%	-6%
42	CCc1cc2c(SC(C)C(=O)NC3CCCC3)ncnc2s1 (stereo not drawn)	3%	-21	nt	nt	-25%	nt
43	CCN(CC)CCCNc1nc(-n2nc(C)cc2C)nc2sc3c(c12)CC(C)(C)OC3	107%[activator]	?	-5%	-14%	?	1%
44	CCOC(=O)c1c(NC(=O)CNCCOC)sc2c1CCCC2	203%[activator]	7	-2%	-5%	?	1%
45	CCOc1ccc(NS(=O)(=O)c2ccc(NC(=S)NC(C)=O)cc2)cc1	1%	-62*	10%	8%	?	-4%
46	COc1ccc(NC(=O)Nc2ccc(C(=O)N3CCOCC3)cc2)cc1	-17%	2	1%	3%	10%	0%
47	Cc1cccc(N2C(=O)C3CCC(c4ccccc4)CC3C2=O)c1 (stereo not drawn)	3%	17	-3%	2%	24%	4%
48	COC(=O)c1cc(=O)n(Cc2ccc(OC)cc2)c(=NCc2ccc(OC)cc2)s1	-16%	-19	4%	11%	1%	1%
49	COc1cc(CC(=O)OCc2cccc([N+](=O)[O-])c2)cc(OC)c1OC	4%	14	-4%	79%[activator]	?	-4%
50	Cc1ccc(NC(CC(=O)c2ccccc2)C(=O)O)cc1Cl (stereo not drawn)	-45%	52	-6%	0.79µM*	-4%	-20%
51	Cc1ccc(C(=O)Nc2ccc3c4c(cccc24)CC3)cc1[N+](=O)[O-]	-28%	-34	0%	-4%	?	1%
52	Cc1cc(C)n(CC(=O)N/N=C/c2c[nH]c3ccccc23)n1	-27%	25	-1%	4%	-9%	0%
53	CSc1nc2sc3c(c2c(=O)n1C1CCCCC1)CCN(C)C3	23%	-21	0%	-29%	?	9%
54	Cc1ccc(-n2cnnn2)cc1Cl	2%	23	-15%	-6%	17%	5%
55	Cc1nn(-c2ccc(F)cc2)c(C)c1NS(=O)(=O)c1ccc(Cl)cc1	-13%	-39	1%	-1%	?	-13%
56	O=C1CCC([N+](=O)[O-])C(c2ccccc2F)N1 (stereo not drawn)	-5%	-15	0%	-15%	14%	-5%
57	COc1ccc(/C=C(/NC(=O)c2ccccc2)C(=O)NCC2CCCO2)cc1 (stereo not drawn)	4%	-33	1%	-7%	9%	nt
58	COCCCN(C(=O)CC1OC(=O)c2ccccc21)c1c(N)n(Cc2ccccc2)c(=O)[nH]c1=O (stereo not drawn)	-17%	22	?	0%	-2%	5%
59	O=C1C=C(c2ccc(Oc3ccccc3)cc2)C[C@@H](c2ccc(F)cc2)C1	-25%	26	-1%	0%	0%	nt
60	CCOc1ccc(/C=N/n2c(SC)nnc2-c2ccccc2)cc1OCC	-14%	22	4%	4%	?	11%

# Following part:
cpd	Molecule	AmpC no deterg	HCMV inh	AmpC inh detg	Sm TGR block	HCV inh	FBPA Giardia inh
61	O=C(Cc1ccccc1)NCC(=O)OCC(=O)c1ccccc1Cl	-12%	23	-3%	-3%	13%	-3%
62	OC(COc1ccc(Br)cc1)CN1CCC(Cc2ccccc2)CC1 (stereo not drawn)	-3%	-8	?	-22%	?	-11%
63	COc1ccc2c(CCN)c[nH]c2c1	-6%	27	-1%	3%	20%	-16%
64	COC(=O)Cn1c(=NC(=O)CSCC(=O)NC2CCCCC2)sc2cc(OC)ccc21	-3%	nt	-8%	-12%	2%	8%
65	CCN(c1cccc(C)c1)S(=O)(=O)c1nnc(NC(=O)c2cccs2)s1	nt	12	1%	10%	nt	nt
66	O=C(NCCCN1CCCCC1)c1ccc2c(c1)NC(=O)c1ccccc1S2	37%	-35	-2%	3%	10µM*	-8%
67	COc1ccc(NC(=O)Cn2c(=O)n(CC3CCCO3)c(=O)c3cc(OC)c(OC)cc32)cc1OC (stereo not drawn)	141%[activator]	6	-7%	-2%	3%	-4%
68	CN(C)C(/C=C/Nc1ccc(F)cc1F)=C(C#N)C#N	4%	?	?	-3%	-12%	-1%
69	Cc1cc(Cl)ccc1OCc1nc(-c2ccc(O)cc2)n[nH]1	-10%	25	3%	5%	-14%	8%
70	CCN(C(=O)COC(=O)c1ccc(Cl)cc1N)C1CCCCC1	-36%	85	-3%	6%	-10%	0%
71	Cc1ccsc1C1C(C#N)=C(N)OC2=C1C(=O)CCC2 (stereo not drawn)	-23%	12	0%	-2%[57.1 µM]	0%	18µM*
72	CCSc1ncc(/C=N/Nc2ccc([N+](=O)[O-])cc2)n1C	-18%	-7	-10%	17%	0%	4%
